Screening data: PubChem, several laboratories
FLuc inhib CS: Photinus pyralis luciferase inhibition counter-screen | P08659 | ATPLite firefly luciferase biochemical luminescence, 10 min | inhibition, % at 10 µM | hit rate 1.5% among 200,000 | AID 1006;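 active = inhibition above about 50% when tested at 10 µM, limit read from the data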
Target sequence (P08659 whole entry, looked up): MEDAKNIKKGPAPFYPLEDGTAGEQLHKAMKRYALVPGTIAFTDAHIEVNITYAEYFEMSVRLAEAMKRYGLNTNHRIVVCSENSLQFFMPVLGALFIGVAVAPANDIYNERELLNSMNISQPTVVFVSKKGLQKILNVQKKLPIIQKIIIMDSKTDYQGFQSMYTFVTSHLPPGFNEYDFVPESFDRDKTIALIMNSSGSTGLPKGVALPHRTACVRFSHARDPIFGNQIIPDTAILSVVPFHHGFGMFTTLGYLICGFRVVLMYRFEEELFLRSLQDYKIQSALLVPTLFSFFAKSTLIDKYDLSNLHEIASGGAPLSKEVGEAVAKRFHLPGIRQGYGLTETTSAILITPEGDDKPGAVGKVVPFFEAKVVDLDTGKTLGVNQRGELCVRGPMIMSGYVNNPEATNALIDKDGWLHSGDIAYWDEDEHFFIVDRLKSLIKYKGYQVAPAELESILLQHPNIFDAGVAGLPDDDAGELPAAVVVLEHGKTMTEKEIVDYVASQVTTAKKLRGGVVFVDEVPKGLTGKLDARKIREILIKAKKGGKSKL
APP 5'UTR act: activates APP 5'UTR luciferase reporter | SH-SY5Y APP 5'UTR luciferase reporter, luminescence; zero percent = DMSO vehicle wells | activation, % at 2 µM | hit rate 1% among 190,000 | AID 1276;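 active = activation above a set limit, based on mean plus 3 SD of controls, cut at about 140% in these data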; also: values of inactives mirror those of a sister screen read the other way
STAT1 activator: STAT1 signaling activation; NIH 3T3 STAT1-luciferase reporter, IFN-gamma, luminescence; 100% = IFN-gamma alone, no compound; activation (% of control), % at 5.5 µM; hit rate 2.6% among 200,000; AID 932;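 active = activation above the screen-wide mean activation plus 3 SD, cut at about 130% in these data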;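 also: raw ratio to IFN-gamma control signal so 100% means no change and 0% no light; values of inactives mirror those of a sister screen read the other way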
Hsp70 activator: Hsp70 transcriptional activation, primary screen. HeLa Hsp70 promoter luciferase reporter, luminescence; scaled: vehicle 0, proteasome-inhibitor control 100%. activation, % at 10 µM. hit rate 0.04% among 200,000;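 active = activation above the mean across all tested compounds plus 3 SD, cutoff set per campaign, cut at about 5.5% in these data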;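 also: 100% = MG132 at 30 µM as the positive control and 0% = DMSO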
APP 5UTR inh: APP translation inhibition; SH-SY5Y APP 5'UTR-luciferase reporter, luminescence; inhibition, % at 2 µM; hit rate 0.82% among 190,000; AID 1285;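 active = inhibition above a set limit, derived from the sample mean plus 3 SD, cut at about 45% in these data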; also: values of inactives mirror those of a sister screen read the other way
HMGR II inh: inhibitors of class II HMG-CoA reductase from Enterococcus faecalis. purified E. faecalis HMGR, NADPH absorbance 340 nm kinetic. inhibition, % at 10 µM. hit rate 0.41% among 190,000;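 active = inhibition above a set limit, the median over all tested compounds plus 3 SD, cut at about 9.5% in these data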;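 also: enzyme runs in reverse so mevalonate oxidation gives rising NADPH absorbance; 0% = complete reaction with DMSO and 100% = background rate lacking mevalonate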
G6PDH counter: counter-screen for G6PDH assay hits: L. mesenteroides G6PDH inhibition; Purified L. mesenteroides G6PDH, diaphorase/resazurin coupled fluorescence, 45 min; inhibition, % at 5 µM; hit rate 0.12% among 200,000; AID 1020; in the data active = inhibition above about 50%
Redox H2O2 prof: compounds producing H2O2 with reducing agent – biochemical, NIH compound library profiling, artefact control for MLSCN library redox annotation, primary screen | DTT-dependent redox cycling H2O2, phenol red/HRP absorbance; 100% = 100 µM peroxide control, 0% = buffer | activation, % at 10 µM | hit rate 0.03% among 200,000;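 active = activation of at least 50% relative to the plate's high and low controls in the primary single-dose screen; inactive = activation below 50%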;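 also: compound incubated with DTT at 0.8 mM final as the reducing agent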
FLuc act counter: affects firefly luciferase, flagging false hits in luciferase stimulation screens. 200,000 tested, under 10 active. P08659. activation factor at 10 µM. AID 1027. ATPlite luciferase biochemical, luminescence, 10 min; 0 = ATP-free wells, 1 = DMSO control;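 active = luciferase activation factor, scaled between plate controls, of at least 2 with compound at 10 µM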
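Assay system: Luciferase/luciferin reagent mix; Medium: PBS as buffer for the ATP substrate; Dosing: test compounds dosed from 2 mM stocks in 100% DMSO; Times: 10 min, room temperature; Signal: luminescence from luciferase reaction; Read-out: luciferase activation; Controls: No-ATP low control, compound-free enzyme-plus-ATP high control.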
NF-kB expr up: raises NF-kB expression in human neuronal cells | AID 1239 | fold change at 12.5 µM | hit rate 1.6% among 190,000 | NF-kB reporter expression; hits give high values; in the data active = fold change above about 3.3
* = called active by the depositor; . = not tested or not shown.

SMILES	FLuc inhib CS	APP 5'UTR act	STAT1 activator	Hsp70 activator	APP 5UTR inh	HMGR II inh	G6PDH counter	Redox H2O2 prof	FLuc act counter	NF-kB expr up
Cc1csc(C2=C(O)CN(CCc3ccccc3)C2=N)n1	-8	1	94	-0.1	-1	-2	3	-1.1	1.1	1.2
CC(C)(C)c1ccc(C(=O)Nc2ccc(NC(=O)C(=O)O)cc2)o1	34	-9	98	-0.2	9	-5	6	-0.2	0.7	1
CC(C)NC(=O)/C(=C/c1cn(-c2ccccc2)nc1-c1cccc([N+](=O)[O-])c1)NC(=O)c1ccccc1	-11	-12	96	0.0	12	-1	9	0.8	1.1	0.74
COc1cc(OC)c(/C=N/NC(=O)c2ccc(NC(C)=O)cc2)cc1Br	1	17	101	-0.4	-17	-5	-6	-0.5	1	1.1
O=C(NCCCN1CCOCC1)c1ccc(Cl)s1	-4	3	103	-0.2	-3	-6	0	0.1	1	1.2
CCC(C)NC(=O)c1c(N)n(/N=C/c2cccs2)c2nc3ccccc3nc12 (stereo unspecified)	11	14	65	-0.4	-14	-2	1	2.5	0.9	1.1
Cc1cc(NC(=O)C2CCCCC2)ccc1NC(=O)c1ccccc1Cl	-6	9	97	-0.4	-9	-2	12	0.8	1.1	1.1
COCCCNC(=O)CS(=O)Cc1nc(-c2ccccc2C)oc1C (stereo unspecified)	-8	-6	102	-0.3	6	-7	14	-0.6	1.1	1.2
O=C(CN(c1ccccc1)S(=O)(=O)c1ccccc1)N1CCN(Cc2ccc3c(c2)OCO3)CC1	-3	-12	92	0.1	12	0	-9	0.7	1	0.65
NC(=S)c1cc2ccc(O)cc2oc1=O	3	-9	100	0.1	10	2	4	-1.6	1	0.64
CCCOc1ccc(CC(=O)NCC2(c3ccccc3)CCOCC2)cc1OC	-9	23	102	0.1	-23	-1	4	-0.1	1.1	0.98
Cc1ccc(S(=O)(=O)NC(Cc2ccccc2)C(=O)O)cc1 (stereo unspecified)	-6	16	94	0.2	-16	0	-1	-0.1	1.1	1.2
O=C(Nc1cccc(Cl)c1)N1CCN(c2ncccn2)CC1	-10	27	98	-0.3	-27	-2	2	2.3	1.1	1.1
CCO[C@H]1OC(C(N)=O)=C[C@@H](C2CCCCC2)[C@@H]1CCCO	-6	-5	107	-0.2	5	2	5	0.5	1.1	1
CC(=O)Nc1cc2ccccc2oc1=O	-3	12	108	-0.1	-12	3	2	-2.0	1	1.5
CN(C)C(=O)C(=O)c1cccn1-c1cccc(Cl)c1C#N	0	7	99	-0.1	-7	-6	14	-1.6	1	1
CCOC(=O)c1cc(N)cc([N+](=O)[O-])c1	0	6	98	0.1	-6	3	-1	-0.2	1	1.1
CCOC(=O)CSCC(=O)N1N=C(c2cccs2)CC1c1ccc(F)cc1 (stereo unspecified)	-6	12	102	-0.5	-12	-1	-3	0.7	1.1	0.78
O=C(NC1CCCCCC1)c1c2c(nc3ccccc13)CCN(Cc1ccccc1)C2	-5	13	96	-0.4	-13	5	7	-0.3	1.1	0.33
O=C(CN1CCc2ccccc21)NC(=O)NCc1ccco1	-10	3	100	0.0	-3	-1	11	-0.3	1.1	1.1
Oc1oc(-c2ccccc2Br)nc1/C=N/c1ccccn1	35	93	131*	0.1	-93	1	8	0.8	0.6	2
O=C(CSc1nnc(-c2ccncc2)n1-c1ccc(Cl)cc1)N1CCOCC1	-3	17	94	0.3	-17	-5	1	-0.3	1	0.99
Cc1ccc(S(=O)(=O)N(CC#N)CC#N)cc1	0	30	113	-0.2	-30	-2	1	0.2	1	1.1
CN1CCN(/C=N/c2c(C#N)cnn2Cc2ccccc2)CC1	4	-1	103	0.0	1	-2	7	0.8	1	1.1
COc1ccc(C(=O)COC(=O)c2cccnc2Cl)c(OC)c1	31	50	141*	-0.3	-50	-3	2	-1.6	0.7	1.8

Next entries follow:
SMILES	FLuc inhib CS	APP 5'UTR act	STAT1 activator	Hsp70 activator	APP 5UTR inh	HMGR II inh	G6PDH counter	Redox H2O2 prof	FLuc act counter	NF-kB expr up
CS(=O)(=O)Nc1ccc(S(=O)(=O)Nc2nccs2)cc1	-10	14	96	0.2	-14	2	-8	1.7	1.1	0.94
CC(C)c1ccc(NC(=O)COC(=O)c2c[nH]c(=O)[nH]c2=O)cc1	-1	7	102	-0.1	-7	-6	-14	-0.3	1	1.4
Cc1cccc(NC(=O)CSc2nnc(CCC(=O)Nc3ccc(C)c(Cl)c3)n2C)c1	-4	4	101	-0.3	-4	-2	-42	1.0	1	1.1
Cc1cc(O)c(C=Nc2ccc(Cl)cn2)c(=O)o1	-2	-15	100	-0.3	15	-2	3	0.1	1	1.1
COC(=O)c1nn(-c2ccccc2)c(Sc2ccc(OC)cc2)c1/C=N/O	-9	2	97	0.3	-2	-5	11	0.8	1.1	1.2
Cc1ccc(NC(=O)CS(=O)CC(=O)N(C2CCCC2)C(C)C(=O)NC2CCCCC2)cc1 (stereo unspecified)	-3	-13	95	0.2	13	-1	5	0.5	1	1.3
CCCCn1nnc(NC(=O)CC23CC4CC(CC(C4)C2)C3)n1	-2	-9	91	-0.3	9	-3	-3	-0.4	1	1
Cc1cc(C)c(S(=O)(=O)c2c(C)cccc2C)c(OCC(C)C)n1	0	.	99	-0.3	.	-1	-9	1.4	1	1.1
Cc1ccc2sc(C)[n+](CCCS(=O)(=O)[O-])c2c1	-4	19	98	0.0	-19	-1	3	-0.1	1	1.2
COc1cc(C(=O)NCC(=O)N/N=C/c2ccccn2)cc(OC)c1OC	-4	-7	90	0.4	7	-2	1	-2.0	1	1.1
CC1(C)CC(=O)C(C=NCCc2ccc(S(N)(=O)=O)cc2)=C(O)C1	-1	5	87	-0.6	-5	-2	2	1.1	1	1.1
Cc1cc(C)c(C)c(S(=O)(=O)NNC(=O)c2cccc(S(=O)(=O)N3CCOCC3)c2)c1C	-8	18	102	-0.2	-18	0	2	-0.1	1.1	1.1
CCC(=O)NC(=S)Nc1ccc(NC(=O)c2ccco2)cc1	3	13	120	-0.1	-13	-5	7	1.2	1	1.6
Cn1c(C(C(=O)NCC2CCCO2)N(CCc2ccccc2)C(=O)Cn2nnc3ccccc32)nc2ccccc21 (stereo unspecified)	-5	-8	97	0.0	8	0	-3	-0.6	1.1	1.1
Cc1nn(-c2ccccc2)c(Cl)c1/C=N/NC(=O)c1cccnc1	27	7	101	-0.1	-7	1	-11	-0.9	0.7	1.2
Cc1[nH]c(=S)sc1Cc1ccc(Cl)c(Cl)c1	-6	5	98	0.1	-5	-1	-6	0.0	1.1	1.1
O=C(NC(Cc1c[nH]c2ccccc12)C(=O)N1CCOCC1)c1cccs1 (stereo unspecified)	4	15	99	0.1	-15	-3	8	-0.2	1	1.1
Nc1nnc(N)c2ccccc12	-7	3	100	-0.3	-3	3	-2	0.2	1.1	1.4
Cc1cc(C)n2nc(C(=O)NCc3ccccc3)nc2n1	-8	-3	98	-0.2	3	-7	-13	2.0	1.1	1.3
O=C(CCSc1ccccc1)Nc1ccccc1Br	-4	9	126	0.3	-9	1	6	-0.7	1	1.9
O=C(C1=C(O)C(=O)N(CCc2ccccc2)C1c1cccnc1)c1ccco1 (stereo unspecified)	4	-12	89	-0.5	12	3	17	-0.1	1	1.3
COC(=O)N1[C@H](Cc2ccccc2)C=C[C@]1(C)C(=O)NCc1ccccn1	-3	25	109	-0.1	-25	-1	11	0.6	1	0.98
CCOC(=O)Cc1csc(NC(=O)CSc2nnnn2-c2ccc(CC)cc2)n1	-8	-7	96	-0.3	7	-7	13	2.4	1.1	0.87
CCn1c(SCc2ccccc2)nnc1-c1cccs1	4	11	96	0.0	-12	-6	8	-2.7	1	0.85
O=C(N1CCOCC1)n1nnc2ccccc21	2	1	100	0.3	-1	-14	14	0.0	1	0.97

Additional structures.
SMILES	FLuc inhib CS	APP 5'UTR act	STAT1 activator	Hsp70 activator	APP 5UTR inh	HMGR II inh	G6PDH counter	Redox H2O2 prof	FLuc act counter	NF-kB expr up
CCOc1ccc(N2C(=O)CS/C2=C(\C(Cl)=C(Cl)Cl)[N+](=O)[O-])cc1	-5	-7	92	0.2	7	-4	-3	-0.2	1.1	1.1
O=[N+]([O-])c1cccc(Cl)c1NCCNS(=O)(=O)c1ccccc1	-3	2	96	-0.3	-2	-7	14	1.6	1	0.78
CC(C)(C)C(=O)Nc1cc(S(=O)(=O)Nc2ccc(Cl)cc2)ccc1O	-3	15	96	0.1	-15	0	10	1.1	1	0.91
COc1ccc(Cc2nc(C(=O)NCc3ccccc3OC)cs2)cc1	-4	3	96	-0.4	-3	.	-3	2.0	1	0.97
Cc1ccccc1OCc1nc(-c2ccc(NC(=O)c3ccco3)cc2)no1	18	43	117	0.4	-43	1	3	0.0	0.8	1.7
CC(C)(C)CC(C)(C)NC(=O)Nc1cccc([N+](=O)[O-])c1	-5	-14	90	0.0	14	-3	6	1.3	1	1
COC(=O)c1c(C(=O)OC)c(C)n(Cc2ccco2)c1C	-6	2	102	0.0	-2	-5	-1	4.7	1.1	1
O=C(NCc1cccs1)c1ccc(Cl)c(S(=O)(=O)N2CCCC2)c1	-4	0	97	0.0	0	3	-6	-0.4	1	1.1
CCc1ccc(Nc2nc(N)nc(CSc3nc4ccccc4s3)n2)cc1	6	7	103	-0.3	-7	-2	-8	1.6	0.9	3
O=C(NCCc1c[nH]c2ccccc12)C(=O)NCC1OCCN1S(=O)(=O)c1ccc(Cl)cc1 (stereo unspecified)	-12	-5	95	-0.3	5	4	21	0.1	1.1	0.7
c1ccc2c(-c3nc(-c4ccncc4)no3)cccc2c1	-4	36	129*	0.2	-36	-10	13	2.8	1	2.2
COc1ccc(CN2CCC(N3CCC(C(=O)N4CCOCC4)CC3)CC2)c(F)c1	0	13	96	-0.3	-13	-9	8	-1.3	1	1.1
Cc1cccc(-c2nnn3c2nc(NCCc2ccc(S(N)(=O)=O)cc2)c2ccccc23)c1	-8	17	99	-0.2	-17	-5	-1	0.4	1.1	0.41
Cc1cc(C)n(-c2nc3c(c(=O)[nH]c(=O)n3C)n2CCc2ccccc2)n1	-5	2	100	-0.2	-2	0	0	1.5	1.1	1
COc1ccccc1CC(=O)NC1CCCc2ccccc21 (stereo unspecified)	-8	-11	91	-0.2	11	-3	12	-0.1	1.1	0.99
CCC1(NC(C)=O)CC2CC1CC2NC(C)=O (stereo unspecified)	1	-8	114	-0.4	8	-8	-7	2.2	1	0.95
CCn1c(=O)cc(OCC(=O)NCc2ccc(C)o2)c2ccccc21	-1	-8	100	-0.3	8	-1	-9	-2.0	1	2
CCCc1cc(C(N)=O)c(NC(=O)c2ccoc2C)s1	-8	-6	102	0.3	6	1	-38	3.0	1.1	0.75
CC(C)NC(=O)C1CCN(C2CCN(CC3CC=CCC3)CC2)CC1 (stereo unspecified)	-8	-6	94	-0.3	6	-3	9	1.0	1.1	1.1

Profiles from above. Order of screens: FLuc inhib CS	APP 5'UTR act	STAT1 activator	Hsp70 activator	APP 5UTR inh	HMGR II inh	G6PDH counter	Redox H2O2 prof	FLuc act counter	NF-kB expr up
COc1ccccc1CC(=O)NC1CCCc2ccccc21 (stereo unspecified) in the list: -8	-11	91	-0.2	11	-3	12	-0.1	1.1	0.99
O=C(NCCc1c[nH]c2ccccc12)C(=O)NCC1OCCN1S(=O)(=O)c1ccc(Cl)cc1 (stereo unspecified) in the list: -12	-5	95	-0.3	5	4	21	0.1	1.1	0.7
CC(C)NC(=O)C1CCN(C2CCN(CC3CC=CCC3)CC2)CC1 (stereo unspecified) in the list: -8	-6	94	-0.3	6	-3	9	1.0	1.1	1.1
O=C(NCc1cccs1)c1ccc(Cl)c(S(=O)(=O)N2CCCC2)c1 in the list: -4	0	97	0.0	0	3	-6	-0.4	1	1.1
